# procasp7 counter – activates human procaspase-7, counter-screen for procaspase-3 activators; P55210; recombinant procaspase-7, Ac-DEVD-pNA absorbance 405 nm; D23A/D198A/D206A triple mutant, cannot self-cleave; scale: DMSO 0, 5 µM enzyme 100; activation, % at 8.5 µM; 330,000 compounds, 0.093% hits; AID 463210;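 active = percent activation above the screen-wide mean plus 3 SD, cut at about 25% in these data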
#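 System: Procaspase-7 triple mutant (PC-7 D3A); measure: % activation from two-timepoint absorbance difference, scaled to controls; times: 1 h compound preincubation, 2 h substrate cleavage, 25 °C; also added: Ac-DEVD-pNA substrate, 400 µM as added; measured by: Epi-absorbance of released pNA at 405 nm, two timepoints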
# GRK2 inh – blocks RNA aptamer binding to human GRK2. P25098. bead flow cytometry, FAM-aptamer displacement from GRK2. inhibition of aptamer binding, % at 10 µM. 330,000 compounds, 0.59% hits. AID 488847;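 active = inhibition of aptamer binding above 40%, roughly 3 SD of noise, on plates passing a quality check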;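 note: median bead fluorescence of bound FAM aptamer so fluorescent compounds give negative values; no value below 0 was filed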
# VLA-4 inh – inhibition in a human VLA-4 binding assay | P13612 | VLA-4 expressing cells, ligand binding flow cytometry | inhibition, % (about 7 µM as worked out from the volumes in the protocol) | 330,000 compounds, 0.2% hits | AID 2557; in the data active = inhibition above about 50%
# GASC-1 inh – inhibitors of human GASC-1 (JMJD2C) demethylase. GST-JMJD2C(1-420) H3K9me3 demethylation, DELFIA europium. 330,000 compounds, 0.069% hits. Q9H3R0. inhibition, % at 2.35 µM;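 active = more than half of a compound's replicate wells show inhibition beyond 50%, single wells judged on their own value; inconclusive = some, but no more than half, of replicates pass 50% inhibition; inactive = no replicate passes 50% inhibition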;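 note: signal counts dimethyl H3K9 product captured on neutravidin plate; 0% = median of DMSO wells and 100% = 0.3 times that DMSO median; strong numbers were not always called active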
# Target sequence (Q9H3R0 1-420 limits assumed): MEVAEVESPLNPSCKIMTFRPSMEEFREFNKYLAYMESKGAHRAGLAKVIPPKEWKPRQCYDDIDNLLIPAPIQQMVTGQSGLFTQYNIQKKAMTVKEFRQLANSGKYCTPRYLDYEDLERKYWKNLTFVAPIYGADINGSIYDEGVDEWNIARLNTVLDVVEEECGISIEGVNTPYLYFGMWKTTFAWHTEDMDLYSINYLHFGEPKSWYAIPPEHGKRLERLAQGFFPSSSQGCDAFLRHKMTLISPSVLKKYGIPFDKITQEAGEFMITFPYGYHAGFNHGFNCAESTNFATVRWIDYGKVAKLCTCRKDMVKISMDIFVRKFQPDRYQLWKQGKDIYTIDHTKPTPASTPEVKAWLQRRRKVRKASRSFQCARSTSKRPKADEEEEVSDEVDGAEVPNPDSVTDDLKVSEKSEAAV
# Fh CTSL1 inh – blocks F. hepatica cathepsin L1 in PFM18AAP counter-screen; recombinant F. hepatica cathepsin L1, Z-Leu-Arg-MCA fluorescence; inhibition, % at 5.96 µM; 300,000 compounds, 0.49% hits; AID 1906;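 active = inhibition above the mean of all tested compounds plus 3 SD, set per screening campaign, cut at about 17% in these data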;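 note: 0% = plate median of test compound wells and 100% = 1 µM Z-Phe-Ala-diazomethylketone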
# PP5 primary – inhibitors of human protein phosphatase 5 (PP5) | P53041 | purified PP5c, OMFP substrate fluorescence | inhibition, % at 6.7 µM | 320,000 compounds, 0.18% hits | AID 1987;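 active = inhibition above the campaign's mean inhibition across all tested compounds plus 3 SD, cut at about 9.5% in these data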;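 note: 0% = DMSO only and 100% = 100 µM cantharidin control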
# Target sequence (P53041 whole entry, looked up): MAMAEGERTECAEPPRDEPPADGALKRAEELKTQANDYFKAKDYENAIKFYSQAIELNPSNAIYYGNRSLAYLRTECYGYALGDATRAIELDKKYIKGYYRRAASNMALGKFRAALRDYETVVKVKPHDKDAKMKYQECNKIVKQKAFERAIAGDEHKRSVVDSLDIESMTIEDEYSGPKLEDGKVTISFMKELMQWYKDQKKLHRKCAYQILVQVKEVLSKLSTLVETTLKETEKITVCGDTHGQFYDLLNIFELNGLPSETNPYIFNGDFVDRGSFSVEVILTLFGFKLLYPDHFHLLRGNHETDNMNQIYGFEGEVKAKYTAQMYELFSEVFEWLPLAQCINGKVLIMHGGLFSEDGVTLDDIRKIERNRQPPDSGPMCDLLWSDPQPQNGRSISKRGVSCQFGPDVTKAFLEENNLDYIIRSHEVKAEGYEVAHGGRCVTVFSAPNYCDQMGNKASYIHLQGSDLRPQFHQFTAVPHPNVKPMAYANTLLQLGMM
# PP1 inh – counter-screen for PP5 inhibitors: inhibitors of human PP1-alpha | P62136 | purified PP1alpha, OMFP fluorescence | inhibition, % at 6.7 µM | 320,000 compounds, 0.9% hits | AID 2235;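 active = inhibition above the mean inhibition of all tested compounds plus 3 SD, computed separately for each screening campaign, cut at about 15% in these data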
# HCV core dimer – blocks dimerization of HCV core protein. 300,000 compounds, 0.33% hits. TR-FRET GST/Flag-core106 dimerization, 1536-well. inhibition, % at 5 µM;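 active = inhibition above the mean of all tested compounds plus 3 SD, set per screening campaign, cut at about 45% in these data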
#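 System: GST-tagged and Flag-tagged HCV core protein residues 1-106 / Input: core106 proteins, GST 13.5 nM and Flag 17 nM / Buffer or medium: KF-containing HEPES buffer, pH 7.45, DTT, CHAPS, BSA / Probe or stimulus: Eu-anti-GST and XL665-anti-Flag labelled anti-tag antibodies / Schedule: 4 h, 22.5 °C incubation / Technique: TR-FRET 671 and 617 nm emission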
# procasp3 activ – activators of human procaspase-3; AID 463141; activation, % at 8.5 µM; 330,000 compounds, 0.11% hits; recombinant procaspase-3 D3A, Ac-DEVD-pNA absorbance 405 nm;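 active = activation above the mean of all tested compounds plus 3 SD, cut at about 21% in these data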;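 note: 0% = DMSO alone and 100% = DMSO wells spiked with extra 5 µM PC-3 D3A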
#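 Evaluation: percent activation relative to control range; Material: Procaspase-3 D3A mutant, all three cleavage aspartates alanine; Compound: single dose, 8.5 µM nominal compound, 0.8% DMSO; Replication: one well per compound; Signal: absorbance at 405 nm, 0 and 120 min; Schedule: 1 h preincubation plus 2 h reaction at 25 °C.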
# Numbers without * were called inactive; ? = inconclusive; nt = no result given. Compounds were not picked by outcome; about 2.6% have a hit in one of these screens.
SMILES,procasp7 counter,GRK2 inh,VLA-4 inh,GASC-1 inh,Fh CTSL1 inh,PP5 primary,PP1 inh,HCV core dimer,procasp3 activ
S=C(Nc1ccc2c(c1)OCO2)N1CCCC1,5.6,3.0,-6.3,-8.4,0.7,-2.5,-2.6,9.0,-2.2
CN(C)S(=O)(=O)c1ccc(N2CCCC2)c(C(=O)NCC2CCCCC2)c1,-3.5,3.0,0.5,4.4,-3.6,-2.2,0.5,1.3,8.3
Cc1nnc(SCC(=O)N(C)C2CCCCC2)n1C,6.7,0.0,5.5,2.8,nt,-1.4,-0.2,nt,4.5
CCOc1ccc(S(=O)(=O)NCCCn2ccnc2)cc1NC(C)=O,-0.9,0.0,4.0,-28.0,5.2,1.3,2.8,-15.4,4.7
COC(=O)[C@@]1(Cc2ccc(F)cc2)[C@H]2c3cc(C(=O)N4CCCC4)n(CCc4c[nH]c5ccc(OC)cc45)c3C[C@H]2CN1C(=O)c1ccccc1,4.6,2.0,29.1,-6.6,-0.8,6.7,0.9,29.6,8.5
CNC(=S)N(CCCn1ccnc1)Cc1c(F)cccc1Cl,-7.0,0.0,-2.3,35.6,5.0,0.9,3.5,3.0,2.8
S=C1N(c2ccccc2)C(c2ccc(Br)cc2)N2CCCN12 (stereo not drawn),4.9,2.0,-14.3,9.2,4.1,5.6,6.3,-15.9,5.6
COc1cccc(NC(=O)NC2CCN(Cc3nnnn3Cc3ccc(F)cc3)CC2)c1,-0.7,2.0,15.0,-0.4,0.9,3.4,1.6,-4.3,16.8
CC(=O)c1ccc(Nc2nc3ccc(C)cc3n3cnnc23)cc1,3.3,0.0,0.7,-8.0,3.5,0.2,0.2,11.0,-2.8
CN(C)S(=O)(=O)c1cccc(C(=O)Nc2ccccc2)c1,3.1,0.0,-1.7,5.7,-2.4,1.0,-3.8,-1.5,5.2
CN(C)C(=O)c1ccc(NC(=O)COc2ccc([N+](=O)[O-])cc2)cc1,3.0,0.0,24.7,-0.7,0.9,-1.1,-4.5,4.3,4.1
COC(=O)c1ccc(C(=O)OC)c(NC(=O)CN2CCC(C)CC2)c1,6.9,1.0,-11.0,-22.0,3.6,-0.2,0.0,1.5,8.4
COc1cccc(CNC(=O)C2CCN(C(=O)N3CC(C)Oc4ccccc43)CC2)c1 (stereo not drawn),5.6,0.0,5.5,-2.7,-2.0,0.7,-1.1,-4.4,0.8
COC(=O)CCSc1cc([N+](=O)[O-])cc2c1c(C1OCCO1)nn2-c1ccccc1,-13.1,8.0,-1.3,-3.3,0.3,4.4,0.7,-0.2,-7.4
C=CCNc1nc(Cl)nc(Nc2ccc([N+](=O)[O-])cc2)n1,3.7,0.0,0.4,9.9,-3.4,1.6,0.0,11.0,3.4
COc1ccc(/C=C/C(=O)N2CCCc3ccccc32)c(OC)c1,7.1,3.0,5.4,14.3,4.4,-1.4,-1.8,-10.0,4.8
Cc1onc(-c2c(F)cccc2Cl)c1C(=O)NC(=S)NC1CCSC1=O (stereo not drawn),-12.1,9.0,-0.9,3.3,-3.7,4.0,5.4,-2.9,-10.4
CN(C)c1ccc(C(=O)NCc2ccc3c(c2)CCO3)cc1,1.7,1.0,36.1,-2.3,3.6,-0.5,1.9,-1.6,-8.6
O=C(CN(C1CCCCC1)S(=O)(=O)c1ccc(Cl)cc1)NCCCO,11.4,1.0,4.9,-9.4,4.5,-3.4,0.0,3.1,-1.6
CN1CCN(C(=O)C2=C[C@@H](c3ccccc3)C[C@@H](OCCCCO)O2)CC1,-9.4,3.0,4.8,-12.1,-0.7,-2.3,0.4,-1.2,-0.3
COc1cc2c(cc1OC)CC(=O)N(C)CC2,-4.4,2.0,-3.9,20.0,1.0,-3.3,-4.6,1.5,-0.6
Cc1ccc(CCNC(=O)C2CCCN(C(=O)N(C)C)C2)cc1 (stereo not drawn),3.3,1.0,-1.3,-46.6,-3.7,-0.7,-3.0,1.4,2.9
COc1cccc(/C=N/Nc2nn3cnnc3c3ccccc23)c1O,10.2,0.0,-14.2,-5.4,2.1,1.4,9.4,4.7,-1.2
COc1cccc(SCC2CSc3nc4ccccc4c(=O)n32)c1 (stereo not drawn),-0.8,1.0,0.1,-28.9,-2.4,0.1,-4.0,0.9,-5.0
CCN1CCN(c2ccc(S(=O)(=O)N3CCCCC3)cc2NC(=O)c2cccc(C)c2[N+](=O)[O-])CC1,4.1,0.0,-8.2,-2.8,4.6,2.2,-0.4,0.2,6.4

# New compounds follow
SMILES,procasp7 counter,GRK2 inh,VLA-4 inh,GASC-1 inh,Fh CTSL1 inh,PP5 primary,PP1 inh,HCV core dimer,procasp3 activ
COc1ccc(NS(=O)(=O)c2cc3c(cc2C)NC(=O)CO3)c(OC)c1,0.0,0.0,-14.8,14.6,-0.4,5.4,-6.4,-7.2,4.6
Cc1cccc(Oc2ccc(NC(=O)C3=CC=CN4CCS(=O)(=O)N=C34)cc2)c1,0.9,0.0,-9.7,-6.1,nt,2.8,2.8,nt,5.2
Cc1ccc(NC(=O)N2CCC(NC(=O)c3ccco3)CC2)cc1,0.2,0.0,-2.5,-9.2,-2.8,0.1,-0.9,-5.8,-3.5
CC1CCCCC1NCc1cccc([N+](=O)[O-])c1 (stereo not drawn),-2.1,0.0,8.2,23.7,-0.4,1.0,-7.2,-12.8,0.6
CCN(CC)CCn1c2c(c(SCC(=O)Nc3ccccc3Cl)nc1=O)CCCC2,3.5,0.0,11.1,-10.1,-2.1,-1.0,-0.9,-3.5,1.9
CCCCN(C(=O)c1cccs1)C1CCS(=O)(=O)C1 (stereo not drawn),7.5,0.0,5.5,2.3,-0.7,-0.9,-1.6,-2.0,6.3
Cc1ccc(OCCSc2nc3ncnc(N)c3[nH]2)cc1,2.7,0.0,-8.8,-4.3,6.0,-0.2,1.9,-6.1,3.4
O=C(CCCN1C(=O)/C(=C\c2cccs2)SC1=S)Nc1ccccn1,1.5,0.0,5.0,-8.4,2.5,0.8,1.6,-4.6,6.8
CCCCN1C(=O)NC(NC(C)=O)(C(F)(F)F)C1=O (stereo not drawn),3.9,1.0,-2.8,5.1,3.2,0.5,-4.3,2.5,0.9
O=C(Nc1nnc(SCc2cccnc2)s1)C1CC(=O)N(c2ccccc2)C1 (stereo not drawn),-1.9,0.0,-15.3,-8.5,-0.1,0.8,0.7,5.7,3.1
Cc1c(CN(C)C)c2c(n1Cc1ccccc1)C(=O)c1ccccc1-2,-2.2,0.0,-2.9,-17.3,11.0,-5.3,6.2,-13.1,-6.5
O=C(NCC1CCCO1)C(c1cccs1)N(C(=O)Cn1nnc(-c2cccs2)n1)C1CCCC1 (stereo not drawn),8.3,1.0,-3.9,-1.5,-2.5,-0.2,-1.9,1.3,6.7
CCc1cccc(NC(=O)c2cccc3c2C(=O)N(C2CCCCC2)C3)c1,15.4,0.0,-4.9,-3.9,-2.3,0.5,-0.5,6.6,4.0
O=C(O)c1ccccc1-n1c(-c2ccccc2)cc2c1CCCC2=O,14.2,0.0,11.0,-24.5,2.0,2.3,4.5,-5.3,-2.5
O=C(COC(=O)C1=NNC(=O)CC1)NCCc1ccccc1,1.2,0.0,2.7,-2.4,-4.5,-1.9,-5.6,-0.3,3.9
CCN1CCN(CC(=O)c2ccc(OC)cc2)CC1,1.7,1.0,-18.3,3.8,-1.4,1.5,0.2,1.9,0.9
CC1=C(C)CC(C(=O)N2CCN(C/C=C/c3ccccc3)CC2)C(C(=O)O)C1 (stereo not drawn),12.5,3.0,1.0,-2.3,-2.0,2.3,-7.1,3.9,1.1
Cc1ccc2nc(N(CCCN(C)C)C(=O)c3sc4ccccc4c3Cl)sc2c1,-10.9,0.0,22.5,-4.4,2.4,0.8,4.0,8.1,-1.7
CC(=O)/C(=N\Nc1ccccc1)Sc1cccc2cccnc12,-1.1,0.0,15.1,-10.3,-7.7,2.0,0.3,4.8,1.5
Cc1ccc(NC(=O)CN(C)C(=O)c2cc(-c3cccs3)nn2-c2ccccc2)cc1,9.8,2.0,6.9,-11.5,nt,5.6,9.0,nt,3.4
COc1ccc(C(=O)N2CCC(c3ccccc3)CC2)c(OC)c1OC,-2.7,0.0,4.3,-12.8,-2.8,-1.2,0.9,4.3,-3.4
COc1ccc2c(c1)OC(O)(C(F)(F)C(F)F)CC2=O (stereo not drawn),-7.1,3.0,-2.0,5.7,-3.9,1.7,-3.8,-3.7,-8.1
COc1ccc(OCC(=O)Nc2ccccc2OC(F)F)cc1,2.4,1.0,-0.3,4.9,-1.8,1.1,0.0,-4.0,5.2
Nc1ccc(-n2nnnc2CN2CCOCC2)cc1,2.5,2.0,0.0,2.6,1.6,-1.6,-4.0,-3.4,2.4
CC/C(O)=C1\C(=O)CC(C)(C)CC1=Nc1ccccc1C,8.6,0.0,-4.3,6.9,-1.6,2.7,0.5,-12.8,1.4

# Brought forward from above: two entries; new compounds follow.
SMILES,procasp7 counter,GRK2 inh,VLA-4 inh,GASC-1 inh,Fh CTSL1 inh,PP5 primary,PP1 inh,HCV core dimer,procasp3 activ
Nc1ccc(-n2nnnc2CN2CCOCC2)cc1,2.5,2.0,0.0,2.6,1.6,-1.6,-4.0,-3.4,2.4
CC/C(O)=C1\C(=O)CC(C)(C)CC1=Nc1ccccc1C,8.6,0.0,-4.3,6.9,-1.6,2.7,0.5,-12.8,1.4
Cc1cc2ncn(S(=O)(=O)N(C)C)c2cc1C,7.7,0.0,24.8,-5.4,0.6,1.0,1.0,-1.7,-2.9
O=C(Nc1c(C(=O)N2CCC(N3CCCCC3)CC2)oc2ccccc12)c1c(F)cccc1F,-0.3,0.0,11.6,9.5,0.3,-1.6,-2.5,-3.0,-1.8
CCN(CC)c1ccc(C2CC(=O)NC3=C2C(=O)CC(C)(C)C3)cc1 (stereo not drawn),5.0,0.0,12.6,8.0,0.4,-0.3,-0.5,-0.8,-0.9
CCOc1ccc(NC(=S)N(CC)Cc2ccccc2)cc1,-15.4,5.0,20.5,0.6,-4.5,-1.2,-1.5,10.4,-3.6
COC(=O)CS(=O)(=O)c1cccc2cccnc12,-14.6,0.0,0.4,?,2.0,1.0,-3.7,-12.6,6.3
O=c1[nH]c(-c2cccnc2)nc2sc(-c3ccccc3)cc12,-17.1,1.0,48.8,nt,5.1,-0.3,-1.7,0.9,-1.5
COc1ccc(NC(=O)c2ccccc2NS(=O)(=O)c2ccc(C)cc2)c([N+](=O)[O-])c1,9.1,7.0,24.3,6.3,-3.8,-0.3,3.3,12.5,0.6
O=C(/C=C/Nc1ccc(F)cc1)c1ccc(Oc2ncccn2)cc1,0.9,0.0,22.9,-11.6,1.6,-0.7,-0.3,5.3,-0.7

# Screens: PubChem BioAssay, several laboratories
